IL-1B inflam inh = qHTS for Inhibitors of Inflammasome Signaling: IL-1-beta AlphaLISA Primary Screen; AID 743279, 2014; activity change, % at 57.5 µM; 360,000 compounds, 4.7% hits; THP-1 LPS/ATP IL-1B secretion, AlphaLISA, 16 h; hits give low values; in the data active means activity change below about -50%; inconclusive means mostly about -30% to -49%; further: on the % scale 0 is the no-effect control and ±100 the full control effect
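Secreted IL-1B measured by AlphaLISA bead assay after 16 h compound exposure of THP-1 cells; compounds (final up to 57.5 uM) added 1 h before LPS (250 ng/mL) and ATP (1.25 mM) stimulation; lower signal means less secretion.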
ATXN2 expr inh = Primary qHTS for Inhibitors of ATXN expression; HEK-293 ATXN2-luciferase reporter, luminescence, 24 h; Potency, µM (series often up to 57 µM), for inactives: at the top dose activity change, negative = inhibition, usual class: inhibitors; 360,000 compounds, 0.72% hits; AID 1745845, 2022; further: potency means the concentration at half of the fitted maximal effect; on the % scale 0 is the no-effect control and ±100 the full control effect; nearly all actives have a fitted effect of over 55% in size
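qHTS (up to 57 uM final) was run with 24 h compound exposure of reporter cells at 37 °C. Each well was multiplexed: SteadyGlo luminescence measured ATXN2-luciferase expression after a fluorogenic Gly-Phe-AFC viability readout (25 uM final).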
KB-3-1 cytotox = qHTS assay for MDR1-selective chemotherapeutics: Primary screen using the parental adenocarcinoma cell KB-3-1 | Potency, µM (doses to about 46.1 µM), without a hit: top-dose activity change, negative = cytotoxic, most hits filed as cytotoxic | 400,000 compounds, 1.4% hits | KB-3-1 viability, CellTiter-Glo ATP luminescence, 72 h | AID 1347075, 2019; further: potency means the concentration at half of the fitted maximal effect; on the % scale 0 is the no-effect control and ±100 the full control effect; nearly all actives have a fitted effect of over 60% in size
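Viability of parental KB-3-1 cells, measured by CellTiter-Glo luminescence, followed a 72 h incubation at 37 °C with pinned compounds in phenol-red-free DMEM containing 10% FBS.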
HT1080-NT tox = qHTS for induction of synthetic lethality in tumor cells producing 2HG: qHTS for the HT-1080-NT fibrosarcoma cell line; 360,000 compounds, 1.6% hits; Potency, µM (highest dose often 46.1 µM), for the others: at the top dose activity, negative = less viability, hits mostly cytotoxic; HT-1080-NT fibrosarcoma viability, CellTiter-Glo ATP luminescence, 48 h; AID 686970, 2013;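 further: NT is the 2HG producing partner of a matched IDH1 knockdown line; potency means the concentration at half of the fitted maximal effect; 0% = DMSO-treated cells and -100% = media-only wells without cells; nearly all actives have a fitted effect of over 55% in size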
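Viability by CellTiter-Glo luminescence after 48 h compound exposure at 37C of HT-1080-NT cells (750/well, RPMI, 5% FBS). % activity scaled between DMSO wells and medium-only wells, then curve-fitted and categorized by curve class.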
MCF10A rerep = A quantitative high throughput screen for small molecules that induce DNA re-replication in MCF 10a normal breast cells; AID 624296, 2012; 350,000 compounds, 2.9% hits; Potency, µM (highest dose often 46.1 µM), for the others: top-dose activity, positive = re-replication, hits mostly activators; MCF 10A DNA re-replication, Hoechst nuclear intensity, 48 h; further: potency means the concentration at half of the fitted maximal effect; % of control where 0% means no effect; nearly all actives have a fitted effect of over 50% in size
ATXN viability = Viability Counterscreen for Primary qHTS for Inhibitors of ATXN expression; Potency, µM (top dose mostly 56.7 µM), actives largely listed as cytotoxic; 400,000 compounds, 0.49% hits; S2 cells (HEK-293 line with an ATXN2-luciferase reporter) viability, CellTiter-Fluor protease fluorescence, 24 h; AID 651635, 2014; further: potency means the concentration at half of the fitted maximal effect; nearly all actives have a fitted effect of over 40% in size
HT1080 IDH1KD tx = qHTS for induction of synthetic lethality in tumor cells producing 2HG: qHTS for the HT-1080-IDH1KD cell line. HT-1080 IDH1 knockdown viability, ATP luminescence, 48 h. Potency, µM (titrated, usually from 46.1 µM), inactives show top-dose activity, negative = toxicity, usual class: cytotoxic. 360,000 compounds, 2% hits. AID 686971, 2013;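 further: potency means the concentration at half of the fitted maximal effect; 0% = DMSO wells and -100% = cell-free medium wells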
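Knockdown cells (IDH1KD HT-1080) received compounds 2 h after plating at 750 cells/well and were kept 48 h at 37 °C in 5% FBS RPMI. A CellTiter-Glo luminescence read gave % activity for curve fitting.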
SW480 rereplic = A quantitative high throughput screen for small molecules that induce DNA re-replication in SW480 colon adenocarcinoma cells; SW480 DNA re-replication, Hoechst DNA content imaging, 48 h; Potency, µM (series often up to 46.1 µM), for inactives: at the highest dose re-replication activation, actives largely listed as activators; 340,000 compounds, 1.8% hits; AID 624297, 2012; further: potency means the concentration at half of the fitted maximal effect; % of control where 0% means no effect; nearly all actives have a fitted effect of over 55% in size
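Hoechst fluorescence of nuclei (405 nm excitation, 500-530 nm emission) measured by plate-scanning imager after 48 hr compound exposure at 37 C; re-replication scored as increased number of nuclei with elevated intensity.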
HepG2 viability = qHTS for Inhibitors of TGF-b: Cytotox Counterscreen; HepG2 CAGA-GFP viability, ATP luminescence, 18 h; Potency, µM (highest dose often 46.1 µM), for inactives: at the top dose activity change, negative = cytotoxicity, usual class: cytotoxic; 410,000 compounds, 0.76% hits; further: potency means the concentration at half of the fitted maximal effect; some results filed as inactive show a strong effect at the top dose
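HepG2 CAGA-GFP cells (1000/well, DMEM with 1% FBS) received compound, then TGF-beta at 500 pg/mL final, and were incubated 18 hours at 37 degrees C. Viability was read by CellTiter-Glo luminescence. Media-only wells were set as complete cell-killing and DMSO as no toxicity.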
The depositor's hits bear a star; i = inactive; ? = inconclusive; / = not tested or not shown; & = joins results of further samples; [ ] = another dose, or the depositor's remark. Unless noted, the call rests on the fitted dose curve; in most records, active means well fitted curve in the direction sought with a large enough effect; inconclusive means small, poorly fitted or top-dose-only effect, or another doubt; inactive means no such curve, though single readings can be large; an effect the other way counts as inactive or inconclusive.

Every second line gives: IL-1B inflam inh | ATXN2 expr inh | KB-3-1 cytotox | HT1080-NT tox | MCF10A rerep | ATXN viability | HT1080 IDH1KD tx | SW480 rereplic | HepG2 viability
Nc1c(C(=O)OCC2CCCO2)c2nc3ccccc3nc2n1-c1ccc2c(c1)OCCO2 (stereo unspecified)
 : 0 | -30% | -1% | -14% | ? | i | -6% | 2% | -3%
COc1ccccc1-n1cc(CN2CCN(CC(C)C)C(CCO)C2)cn1 (stereo unspecified)
 : 20 | 0% | 0% | 7% | 10% | i | 11% | ? | -5%
CCc1c(C)c2cc(Cl)c(O)c(CN3CCCCC3)c2oc1=O
 : 9 | 15% | 13% | 17% | 5% | i | 8% | -15% | 5%
CCCCN(CC)C(=O)CSc1nc2n[nH]c(C)c2c(=N)n1-c1cccc(C)c1
 : 19 | / | -10% | -25% | 11% | ? | -23% | ? | -30%&-35%
COc1cccc(NC(=O)Nc2cccnc2)c1
 : -15 | 52%[activator] | -2% | 7% | -23%[9.22 µM] | i | 15% | ? | 1%
CCS(=O)(=O)Nc1cc(-c2nc3cccnc3s2)ccc1C
 : 17 | 86%[activator] | -5% | -18% | ? | i | -11% | 1% | -27%
CCOC(=O)N1CCN(c2nc(-c3cccs3)nc3ccccc23)CC1
 : ? | ? | -2% | -21% | ? | i | -20% | ? | 6%
COc1ccc(C(=O)N=c2sccn2C)cc1
 : -1 | 27%[11.3 µM] | -12% | -7% | -2% | i | -1% | -8% | -8%
Cc1cccc(C)c1NC(=O)CSCc1cccc(CSCC(=O)Nc2c(C)cccc2C)n1
 : -14 | 3% | 3% | -9% | -5% | i | ? | -2% | -35%
Cc1ccc(/C=C/c2nc3ccccc3s2)s1
 : -1 | ? | ? | -1% | ? | i | ? | 11% | -58%
COc1ccc(C#Cc2ccc3c(c2)O[C@@H](CN(C)C(=O)Nc2cccc(OC)c2)[C@H](C)CN([C@@H](C)CO)S3(=O)=O)cc1
 : 19 | 6% | -18% | -29% | / | i | ? | / | 6%
COc1ccc(-c2cnnn2-c2ccc(NC(=O)/C=C/c3ccc(OC)c(OC)c3)cc2)cc1
 : -9 | -24% | 9% | 4% | 2% | i | 0% | -1% | -11%
COc1ccc(N(C(=O)c2ccco2)S(=O)(=O)c2ccccc2)cc1
 : 5 | -3% | -23% | 14% | -3% | i | 2% | -3% | 1%
O=C(O)Cn1cc(/C=C2\SC(=O)N(c3ccccc3)C2=O)c2ccccc21
 : 6 | 15% | 25% | 4% | ? | i | 2% | -9% | -8%
CC(NC(=O)COC(=O)CN1C(=O)c2ccccc2C1=O)c1ccccc1 (stereo unspecified)
 : 1 | -9% | 10% | 2% | -2% | i | 0% | -10% | 4%
CC(C)NC(=S)NN(c1ccccc1)c1ccccc1
 : -7 | -6% | -7% | -1% | 0% | i | -7% | -1% | -13%
N[C@H](Cc1c[nH]c2ccccc12)C(=O)O
 : / | 21% | / | / | -5% | i | / | ? | /
CC(C)(C)OC(=O)NCCCCCNC(=O)c1[nH]cnc1C(=O)Nc1ccccc1
 : -14 | ? | -2% | -11% | -6% | ? | -11% | -16% | -28%
C/C(N)=C(/C#N)C(=O)CSc1nnnn1-c1ccc(C)cc1
 : 34 | 50%[activator] | -5% | 1% | 12% | i | 17% | -2% | -16%
CCOC(=O)c1c(-c2ccccc2)oc2ccc(O)c(CN3CCOCC3)c12
 : 0 | -13% | 0% | ? | ? | i | ? | -1%[9.22 µM] | -61%
CCC(=O)N(Cc1cc2cc(OC)ccc2[nH]c1=O)c1cccc(C)c1
 : -18 | 1% | -22% | -1% | 4% | i | -8% | 2% | -19%
CCN(Cc1ccccc1)S(=O)(=O)c1ccc(F)c(C(=O)Nc2cc(C)ccc2OC)c1
 : / | -6% | 0% | / | / | i | / | / | -6%
CCOC(=O)Cn1nnnc1CN(Cc1ccc(OC)cc1)Cc1cc2cc(C)cc(C)c2[nH]c1=O
 : 0 | -9% | -5% | -1% | -2% | i | -4% | -4% | -12%
Cc1[nH]c2ccccc2c1C(=O)COC(=O)c1c(-c2ccccc2)noc1C
 : -60* | -28% | -12% | -29% | ? | i | 23µM* | -19% | 1%
CC(=O)c1ccc(S(=O)(=O)N2CCN(C)CC2)cc1
 : -5 | 1% | 10% | 4% | -4% | i | -2% | -1% | -2%
N#CC1=C(SCC(=O)c2cc3ccccc3oc2=O)NC(=O)C(C#N)C12CCCC2 (stereo unspecified)
 : 0 | 16% | -2% | -6% | 2% | i | 0% | -3% | -1%
COc1ccccc1NC(=O)Nc1ccnn1Cc1cccs1
 : 70 | -2% | -15% | -11% | 7% | i | -4% | 0% | -9%
COc1ccc(-c2nc(S(=O)(=O)c3ccc(Cl)cc3)c(NCc3ccccc3)o2)cc1
 : / | -7% | -2% | / | / | i | / | / | -2%
Cc1ccc(C)c(-n2nnnc2SCC(=O)Nc2c(C)n(C)n(-c3ccccc3)c2=O)c1
 : -9 | 1% | 0% | 1% | -181%[0.0737 µM] | i | 14% | -6% | -1%
CCOC(=O)c1cnn(-c2cc(C(C)(C)C)nc3c(-c4ccccc4)c(C)nn23)c1N
 : -1 | -3% | 6% | 14% | -5% | i | 1% | 9% | 1%
CCN(CC)c1ccc(C2C(C(C)=O)C(=O)CC(C)(O)C2C(C)=O)cc1 (stereo unspecified)
 : 14 | 0% | 16% | 3% | 1% | ? | -1% | -7% | 4%
COc1cc(CNCc2ccccn2)ccc1OCc1cccc(Cl)c1
 : -80* | -2% | -17% | ? | 13µM* | i | -18%[9.24 µM] | ? | -28%
CC(C)CN(c1ccccc1)S(=O)(=O)c1nnc(NC(=O)C(C)C)s1
 : 8 | / | 3% | 4% | ? | i | 6% | -12% | 7%
O=S1(=O)[C@H]2C[C@@H]3C=C[C@]2(CN1Cc1ccc(C(F)(F)F)cc1)O3
 : -2 | 0% | 0% | 11% | ? | i | 8% | -23% | -15%
CCOC(=O)C(Cc1ccccc1)NC(=O)CNC(C)=O (stereo unspecified)
 : 2 | -9% | 2% | 3% | 0% | i | 1% | 2% | -3%
Cc1c(NC(=O)c2ccc(S(=O)(=O)N3CCOCC3)cc2)c(=O)n(-c2ccccc2)n1C
 : 5 | 3% | 8% | 26% | -20% | i | 8% | 3% | -1%
CCOc1cc(/C=N/NC(=O)c2cccc(S(=O)(=O)N3CCCC3)c2)ccc1OCC(=O)N(C)C
 : 18 | 1% | -1% | -1% | -22% | i | -6% | -9% | -11%
COc1cncc(-c2cnc3sc(NCCc4ccccn4)nn23)c1
 : ? | -14% | -16% | ? | / | i | ? | / | -70%
C[C@H](CO)N1C[C@H](C)[C@H](CN(C)Cc2ccncc2)Oc2ccc(NC(=O)Nc3ccc(C(F)(F)F)cc3)cc2CC1=O
 : -10 | ? | 6.5µM* | ? | ? | 28µM* | ? | ? | -59%
O=C(CN(C(=O)CCC(=O)Nc1nccs1)c1cccc(F)c1)NCc1ccc(F)cc1
 : 20 | -9% | 3% | 4% | ? | i | -1% | -20% | 7%
COc1ccc(NC(=O)C(c2ccc(C#N)cc2)n2c(=O)c(-c3ccco3)nc3ccccc32)cc1 (stereo unspecified)
 : -13 | / | 11% | -13% | / | / | -20% | / | /
CCCNC(=O)Cn1nc(C(F)(F)F)c2c1CCCC2
 : 22 | 1% | 22% | 4% | ? | i | 1% | 13% | 4%
COc1ccc(-c2c(Sc3ccccc3)c3cc(-c4ccc(OC)c(F)c4)ccc3n2C)cc1
 : 20 | 3% | -14% | 25% | / | i | 16% | / | /
O=C(CCCN1C(=O)c2ccccc2C1=O)NCCN1C(=O)S/C(=C\c2cccs2)C1=O
 : 4 | 4% | 12% | -3% | 11% | ? | 7% | 27% | 8%
O=C(Nc1ccccc1Cl)c1cc(S(=O)(=O)N2CCCC(C(=O)O)C2)ccc1F (stereo unspecified)
 : -8 | 1% | 17% | -4% | -4% | i | 1% | 1% | -8%
Cc1ccc(S(=O)(=O)Nc2ccccc2C(=O)N2CCCCC2)cc1
 : 14 | -7% | 1% | 0% | -14% | i | -6% | 1% | -5%
CC(=O)NC(Cc1cc(C)ccc1C)C(=O)N1CCN(C(=O)c2ccccc2Br)CC1 (stereo unspecified)
 : -26 | -5% | 0% | 0% | -9% | i | -6% | -7% | 7%
CCc1ccc(-c2n[nH]nc2C2=CC(=O)C[C@H](c3ccc(F)cc3)C2)cc1
 : -29 | ? | ? | -21% | / | ? | -9% | / | -35%
CN(C)CCNC(=O)c1c(NC(=O)c2ccccc2)sc2c1CCCC2
 : / | / | 1% | -11% | 8% | ? | -12% | 5% | -32%
CC(=O)N1N=C(c2cccc(Cl)c2)OC1c1cccc([N+](=O)[O-])c1 (stereo unspecified)
 : -1 | -6% | 1% | -26% | 12% | i | ? | -1% | 1%
O=C(Nc1ccc(Cl)cc1)N1CCOC12CCC1(CC2)OCCO1
 : 15 | 10% | -1% | -9% | -3% | i | -9% | 3% | 0%
CC(=O)Nc1ccc(N2C(=O)CSC2c2ccccc2)cc1 (stereo unspecified)
 : -3 | 13% | 11% | 8% | 0% | i | 4% | -7% | 6%

Screening data deposited in PubChem BioAssay by National Center for Advancing Translational Sciences (NCATS).
